TAAR1 antagonist = human TAAR1 antagonism; Q96RJ0; CHO RD-HGA16 TAAR1, Fluo-8 calcium fluorescence, antagonist; inhibition, % at 3 µM; hit rate 1.5% among 360,000;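 active = inhibition above a per-plate cutoff, the mean inhibition of test compounds on that plate plus 3 SD, cut at about 49% in these data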;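 also: 0% = DMSO plus EC80 beta-PEA response and 100% = DMSO alone without agonist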
Target sequence (Q96RJ0 whole entry, looked up): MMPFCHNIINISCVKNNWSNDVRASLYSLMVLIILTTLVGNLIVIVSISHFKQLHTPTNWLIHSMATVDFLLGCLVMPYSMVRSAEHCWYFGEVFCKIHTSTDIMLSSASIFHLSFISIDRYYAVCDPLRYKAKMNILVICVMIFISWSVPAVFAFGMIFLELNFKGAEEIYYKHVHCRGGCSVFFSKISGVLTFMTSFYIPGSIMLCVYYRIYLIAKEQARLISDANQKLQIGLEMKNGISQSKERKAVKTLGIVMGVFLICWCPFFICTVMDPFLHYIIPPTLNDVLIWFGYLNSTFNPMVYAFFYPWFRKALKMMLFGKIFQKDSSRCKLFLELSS
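Test system: RD-HGA16 CHO cells with stable hTAAR1 and Gα16 / Probe or stimulus: EC80 β-phenethylamine stimulus / Times: seeding 17-24 h prior, 75-min 37 °C, 30-min RT dye loading / Detection: Fluo-8 calcium-sensitive fluorescence / Read-out basis: % inhibition scaled between DMSO and EC80 PEA controls / Repeats: singlicate, one well per test compound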
TAAR1 agonist = agonists of human TAAR1; CHO RD-HGA16 TAAR1, Fluo-8 calcium fluorescence; vehicle wells 0%, saturating PEA agonist 100%; activation, % at 3 µM; hit rate 0.99% among 360,000;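 active = activation above the mean activation of all test compounds in the run plus 3 SD, cut at about 38% in these data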
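System: CHO-derived RD-HGA16 cells with stable Gα16 and human TAAR1. Times: 17-24 h plating, Fluo-8 75 min 37 °C, 30 min RT. Measured by: calcium-sensitive Fluo-8 signal, excitation 470-495, emission 515-575 nm. Read-out basis: % activation relative to PEA EC100 response. Control set: DMSO and PEA EC100. Repeats: no replicates (n 1).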
CHO-K1 Ca antag = M1 antagonist counterscreen hit in parental CHO-K1 cells; ATP-induced calcium, Fluo-8 fluorescence; inhibition, % at 3 µM; hit rate 0.6% among 360,000; AID 602250;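 active = inhibition above a per-plate cutoff, the plate's mean sample inhibition plus 3 SD, cut at about 24% in these data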;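 also: 0% = DMSO plus EC80 ATP and 100% = DMSO alone without ATP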
OXTR potentiator = potentiators of human oxytocin receptor. activation, % at 3 µM. hit rate 0.061% among 320,000. AID 2445. P30559. CHO-OTR cells, Fluo-8 calcium fluorescence, potentiator mode; 0% = oxytocin EC15, 100% = EC100;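 active = activation above that plate's cutoff, the mean activation of tested compounds plus 3 SD, cut at about 6.6% in these data, passing the limit was not always enough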;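 also: 100% uses oxytocin at 75 nM as the full agonist control; some results filed as inactive read as strong as hits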
Target sequence (P30559 whole entry, looked up): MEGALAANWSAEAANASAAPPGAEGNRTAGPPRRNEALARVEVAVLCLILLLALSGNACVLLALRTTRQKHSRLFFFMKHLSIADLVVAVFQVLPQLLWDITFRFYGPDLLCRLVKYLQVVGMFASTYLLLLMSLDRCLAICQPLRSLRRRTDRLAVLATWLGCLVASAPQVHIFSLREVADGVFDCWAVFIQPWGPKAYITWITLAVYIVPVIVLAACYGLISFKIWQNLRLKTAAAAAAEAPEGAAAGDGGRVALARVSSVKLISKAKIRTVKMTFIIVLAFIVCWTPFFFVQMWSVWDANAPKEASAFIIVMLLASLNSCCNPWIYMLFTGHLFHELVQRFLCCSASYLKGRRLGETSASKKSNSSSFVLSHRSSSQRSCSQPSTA
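Material: human OTR in CHO cells. Compound: 3.0 µM, one dose. Timing: compound 6 min at room temperature before oxytocin, 100 s read. Evaluation: % activation of max/min ratio relative to oxytocin controls. Replication: single well per compound, singlicate. Signal: Fluo-8 calcium dye fluorescence.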
CHRM1 agonist = agonists of human M1 muscarinic receptor; P11229; CHO-K1 hM1, Fluo-8 calcium fluorescence, agonist mode; 0% DMSO, 100% acetylcholine EC100; activation, % at 3 µM; hit rate 0.33% among 360,000;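 active = activation above the run's mean compound activation plus 3 SD, cut at about 16% in these data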;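 also: peak over basal fluorescence ratio within a 140 s kinetic read after compound addition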
CHO parental Ca = counter-screen: ATP calcium response change in parental CHO cells; parental CHO-K1, ATP-induced calcium, Fluo-8 fluorescence; inhibition, % at 5.6 µM; hit rate 0.63% among 330,000;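 active = inhibition above that plate's mean sample inhibition plus 3 SD, cut at about 26% in these data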;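 also: 0% = ATP-challenged DMSO wells and 100% = DMSO wells without ATP; some compounds past the cut are filed as inactive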
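Assay system: parental CHO cells; Read-out basis: percent inhibition of ATP-evoked calcium rise, normalized to controls; Benchmarks: ATP and no-ATP DMSO wells; Compound dosing: single nominal dose of 5.6 µM per compound; Signal: Fluo-8 calcium dye fluorescence; Also added: ATP as calcium-mobilizing challenge; Repeats: singlicate.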
V1aR counter = V1a receptor agonism, counter-screen for OXTR agonists. activation, % at 3 µM. hit rate 0.25% among 320,000. P37288. CHO-V1R cells, Fluo-8 calcium fluorescence, agonist mode; 0% DMSO, 100% 3 nM vasopressin. AID 2797;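 active = activation above the mean activation of all tested compounds plus 3 SD, per screening run, cut at about 20% in these data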;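 also: signal is peak over basal fluorescence ratio across a 100 second FLIPR read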
M1 PAM parental = M1 PAM counterscreen hit in parental CHO-K1 cells | ATP EC20, Fluo-8 calcium fluorescence; 0% at ATP EC20, 100% at ATP max | activation, % at 3 µM | hit rate 0.02% among 360,000;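 active = activation above the run cutoff, the mean activation of all test compounds plus 3 SD, cut at about 40% in these data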;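 also: peak over basal fluorescence ratio in a 140 s read after ATP addition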
CHO-K1 Ca ag = nonselective activator or artifact in parental CHO-K1 cells; AID 602248; hit rate 0.48% among 360,000; activation, % at 3 µM; Fluo-8 calcium fluorescence; scaled to maximal ATP response, vehicle zero; in the data active = activation above about 15%;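 also: untransfected CHO-K1 host cells lacking M1 receptor as counterscreen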
Starred values were filed as active, the others as inactive; . = not tested or not shown.

#1 CCOC(=O)c1cc(CC)sc1/N=C/C1=C(O)CCCC1=O
#2 O=S(=O)(NCCc1ccc(F)cc1)c1cccc2cccnc12
#3 CN(Cc1ccc(Cl)c(Cl)c1)C(=O)C1=CC=CN2CCS(=O)(=O)N=C12
#4 CS(=O)(=O)Nc1ccc(C2=NN(S(C)(=O)=O)C(c3ccc4nccnc4c3)C2)cc1 (configuration not stated)
#5 O=C(CNC(=O)OCc1ccccc1)OC(c1ccccc1)c1ccccc1
#6 Cc1ccc(NC(=S)N/N=C/c2c(C)nn(-c3ccccc3)c2N2CCCC2)cc1
#7 O=C(COC(=O)c1ccc2c(c1)OCO2)Nc1cccc(F)c1
#8 O=C(NCCN1CCC(n2c(=O)[nH]c3ccccc32)CC1)c1cc(F)cc(F)c1
screen / no.	1	2	3	4	5	6	7	8
TAAR1 antagonist	-10	6	-13	6	-8	17	29	-18
TAAR1 agonist	-1	14	9	1	2	-2	9	2
CHO-K1 Ca antag	0	-8	-5	-18	2	20	-7	-2
OXTR potentiator	0	-3	1	1	.	1	-11	.
CHRM1 agonist	-4	-6	-9	0	1	-5	-2	.
CHO parental Ca	-13	-14	-8	-1	.	-5	-7	.
V1aR counter	0.3	0.9	0.2	-0.1	.	-1.0	1.1	.
M1 PAM parental	1	15	9	-3	-24	-5	1	-7
CHO-K1 Ca ag	0.2	0.6	0.3	0.8	-0.8	-0.2	3.4	1.6

3 structures from above, arranged by heavy-atom count, high to low:
#4 CS(=O)(=O)Nc1ccc(C2=NN(S(C)(=O)=O)C(c3ccc4nccnc4c3)C2)cc1 (configuration not stated)
#3 CN(Cc1ccc(Cl)c(Cl)c1)C(=O)C1=CC=CN2CCS(=O)(=O)N=C12
#2 O=S(=O)(NCCc1ccc(F)cc1)c1cccc2cccnc12
screen / no.	4	3	2
TAAR1 antagonist	6	-13	6
TAAR1 agonist	1	9	14
CHO-K1 Ca antag	-18	-5	-8
OXTR potentiator	1	1	-3
CHRM1 agonist	0	-9	-6
CHO parental Ca	-1	-8	-14
V1aR counter	-0.1	0.2	0.9
M1 PAM parental	-3	9	15
CHO-K1 Ca ag	0.8	0.3	0.6

The list continues:
#9 CC1=CC2CC1C1C(=O)N(c3ccc(S(=O)(=O)Nc4nc(C)cc(C)n4)cc3)C(=O)C21 (configuration not stated)
#10 CC1CC(C)(C)N(C(=O)NC2CCCCC2)c2ccccc21 (configuration not stated)
#11 NC(=O)c1ccc(NC(=O)CSc2nnc(C3CC3)n2C2CC2)cc1
#12 CN(Cc1ccccc1)c1ncnc2ccc(Br)cc12
#13 Cc1ccc(S(=O)(=O)N(C)C)cc1NC(=O)CN1C(=O)NC2(CCc3ccccc32)C1=O (configuration not stated)
#14 Clc1cccc(CSc2nnc(-c3sccc3-n3cccc3)o2)c1
#15 Cc1nonc1NC(=O)CSc1ccccn1
#16 COC(=O)c1ccc(NC(=O)CSc2nnc(COc3ccc4c(c3)CCCC4)o2)cc1
screen / no.	9	10	11	12	13	14	15	16
TAAR1 antagonist	-15	5	-10	.	-4	28	-20	16
TAAR1 agonist	0	1	2	.	2	1	8	1
CHO-K1 Ca antag	16	-2	-4	-11	-15	8	-12	-25
OXTR potentiator	-5	-6	1	-5	.	-17	1	-1
CHRM1 agonist	-1	-4	-4	-1	-9	-1	-6	-1
CHO parental Ca	12	-2	1	-19	.	16	7	-12
V1aR counter	1.2	1.3	0.3	2.0	.	3.9	-0.3	-0.1
M1 PAM parental	-12	12	12	21	18	5	0	21
CHO-K1 Ca ag	-0.3	-0.2	3.1	5.4	0.3	0.5	0.4	1.0

#17 CCCCCCCOC(=O)c1nc(Cl)c(Cl)c(N)c1Cl
#18 COc1ccccc1CN(C)C(=O)c1cccc(S(=O)(=O)N2CCCc3ccccc32)c1
#19 COc1ccc(OC)c(S(=O)(=O)NCCO)c1
#20 COc1ccccc1OCCNC(=O)c1cccs1
#21 Cc1cc(/C=C(\C#N)C(=O)NCc2ccco2)c(C)n1C1CCCC1
#22 CN1CCN(c2nc3ccccn3c(=O)c2C=C(C#N)C#N)CC1
#23 O=CNn1cnc2c(oc3nc(-c4ccccc4)cc(-c4ccco4)c32)c1=O
#24 O=C(NNC(=S)Nc1ccccc1)c1ccccc1[N+](=O)[O-]
screen / no.	17	18	19	20	21	22	23	24
TAAR1 antagonist	16	31	15	2	21	-3	15	14
TAAR1 agonist	-2	7	2	5	4	5	4	10
CHO-K1 Ca antag	-4	-9	19	-1	-2	8	3	13
OXTR potentiator	-2	-8	2	0	3	-3	-6	-10
CHRM1 agonist	-3	-4	-3	-2	-4	-3	-9	-3
CHO parental Ca	-24	-13	-1	-6	-22	0	-6	9
V1aR counter	0.6	0.6	1.1	0.6	0.0	1.0	0.1	0.0
M1 PAM parental	7	14	-8	10	12	-9	-3	-11
CHO-K1 Ca ag	-0.2	1.4	-0.2	0.2	2.0	0.2	0.4	-0.3

#25 Cc1ccnc(NC(=O)CSc2cc(=O)n(C)c3ccccc23)c1
#26 Cc1ccsc1CN(C)C(=O)CCc1nnc(COc2ccccc2)o1
#27 CN(CCNC(=O)c1cccc(N2CCCC2=O)c1)Cc1ccccc1
#28 COc1ccc(-c2sc(Nc3ccccc3)n[n+]2C)c(C)c1C
#29 C/C(=N\NC(=O)Cc1c[nH]c2ccccc12)c1ccc2ccccc2c1
#30 COc1ccc(CN(Cc2ccc(C(=O)O)cc2)C(=S)Nc2ccccc2F)cc1OC
#31 Cc1noc(C)c1CSc1nc2sc(C)c(C)c2c(=O)n1C1CCCC1
#32 COc1ccc(CCNC(=O)c2ccc(C)s2)cc1OC
screen / no.	25	26	27	28	29	30	31	32
TAAR1 antagonist	-3	-10	20	-15	30	16	-14	-4
TAAR1 agonist	19	8	4	9	4	7	13	3
CHO-K1 Ca antag	-12	11	-14	-1	-8	-11	-4	-11
OXTR potentiator	1	-3	-5	1	-29	-15	2	0
CHRM1 agonist	-1	-6	-7	-9	-2	-4	-1	-1
CHO parental Ca	-14	-5	-1	-10	-10	-11	-33	-8
V1aR counter	-0.4	0.4	0.8	-1.3	1.8	0.5	0.3	0.6
M1 PAM parental	3	-14	20	6	10	12	15	14
CHO-K1 Ca ag	-0.2	0.4	1.1	-0.4	0.3	0.6	-0.3	3.1

#33 CC1=NN(/C(=N\c2nnc(C)s2)Nc2ccccc2)[C@H](c2cccc3ccccc23)S1
#34 Cc1ccc(Cn2ccc(NC(=O)C3C4CCC(C4)C3C(=O)O)n2)cc1 (configuration not stated)
#35 CC(C)N(C(=O)CSc1nnc(NC(=O)c2ccco2)s1)C(C)C
#36 CC(C)c1ccc(NC(=O)C(c2ccc3c(c2)OCO3)N2CCN(C(=O)c3ccco3)CC2)cc1 (configuration not stated)
#37 C/C(=N\NC(=O)c1cccs1)C(C)(C)C
#38 C=CCCC(=O)NC1CC(C)(C)Cc2c1cnn2-c1cccc(F)c1 (configuration not stated)
#39 CC(OC(=O)/C=C/c1ccco1)C(=O)NC1CCCCC1C (configuration not stated)
#40 Nc1ccc([N+](=O)[O-])cc1C(=O)NNC(=O)c1ccco1
screen / no.	33	34	35	36	37	38	39	40
TAAR1 antagonist	-6	-3	-5	1	-5	-2	3	-12
TAAR1 agonist	70*	9	0	8	1	-1	-2	2
CHO-K1 Ca antag	-9	-8	-12	6	2	-6	-2	0
OXTR potentiator	-12	-2	-16	-9	-5	-2	-9	-2
CHRM1 agonist	-2	-2	1	-3	-4	-4	-5	0
CHO parental Ca	-15	-33	6	-18	-20	-17	-12	5
V1aR counter	4.7	1.2	-0.5	3.4	-0.5	-0.4	0.1	-0.3
M1 PAM parental	5	12	20	5	0	14	-4	-12
CHO-K1 Ca ag	2.0	-0.2	0.2	2.0	-0.5	0.5	0.1	-0.4

#41 COCCCNc1nc2c(c(=O)n(Cc3ccc(Cl)cc3)c(=O)n2C)n1C
#42 CCOC(=O)N1CCN(CC(=O)Nc2sc(CC)cc2C(=O)c2ccc(OC)cc2)CC1
#43 O=c1oc2ccccc2cc1N1CCOCC1
#44 COc1ccccc1OCCNC1CCCC1
#45 CNC(=O)CC(C(=O)O)c1ccc(OCC(C)C)cc1 (configuration not stated)
#46 CCn1c(C)c2c(C)nnc(C)c2c1C
#47 Cc1c(NC(=O)C(Sc2ccccc2)c2ccccc2)cccc1[N+](=O)[O-] (configuration not stated)
#48 FC(F)(F)c1cccc(OCc2nnc3n2CCC3)c1
screen / no.	41	42	43	44	45	46	47	48
TAAR1 antagonist	14	8	-1	2	-12	-31	18	-14
TAAR1 agonist	4	5	1	14	4	4	7	0
CHO-K1 Ca antag	-5	-2	-5	-2	-15	-10	6	-7
OXTR potentiator	-14	-3	-13	-8	-9	-11	-19	6
CHRM1 agonist	-2	-4	-6	-6	-2	-5	-4	-8
CHO parental Ca	-8	-15	-9	-12	-3	-4	-2	-1
V1aR counter	1.6	1.0	-0.1	0.2	-0.4	-0.2	2.0	-0.8
M1 PAM parental	-2	-7	9	14	20	9	6	20
CHO-K1 Ca ag	2.4	0.3	0.1	0.2	0.9	-0.1	1.6	4.5

#49 CN(C)C1CCCCC=CC(=O)NC1 (configuration not stated)
#50 O=C(c1cccc(NC2=NC3CS(=O)(=O)CC3S2)c1)N1CCN(c2ccc(F)cc2)CC1 (configuration not stated)
#51 COc1cccc(-n2c(-c3ccco3)nc3nc4ccccc4nc32)c1
#52 COc1ccc(-c2nnc(-c3cccs3)o2)cc1OC
#53 Cc1ccc(NC(=O)CCCc2ccccc2)nc1
#54 CC1(C)OC(C(O)(c2ccccc2)c2ccccc2)[C@@H](C(O)(c2ccccc2)c2ccccc2)O1 (some centres not stated)
#55 FC(F)(F)c1ccc2nnc(-c3c(Cl)cccc3Cl)n2c1
#56 CS(=O)(=O)c1ccc2nc(NC(=O)CCNC(=O)c3ccccc3Cl)sc2c1
#57 Cc1ccc(OCCC(=O)OCC(=O)Nc2ccc3[nH]c(=O)[nH]c3c2)cc1
screen / no.	49	50	51	52	53	54	55	56	57
TAAR1 antagonist	-23	3	-2	-4	-4	-10	-17	-13	-43
TAAR1 agonist	3	1	0	4	4	1	3	8	1
CHO-K1 Ca antag	-13	5	-3	-16	-11	3	-12	9	0
OXTR potentiator	.	-1	-8	0	-11	4	-3	0	-7
CHRM1 agonist	-3	-2	-7	-5	-6	-4	1	-3	-2
CHO parental Ca	.	1	-13	-18	12	-17	0	-11	3
V1aR counter	.	0.9	-0.1	0.0	-1.3	-0.4	1.0	0.4	1.7
M1 PAM parental	19	-7	5	11	6	-6	9	-21	8
CHO-K1 Ca ag	1.0	-0.1	1.8	1.3	0.1	-0.2	0.5	-0.3	6.8

Compound activity: PubChem, The Scripps Research Institute Molecular Screening Center
